IL-1B inflam inh: inhibitors of inflammasome signaling (IL-1 beta secretion); THP-1 LPS/ATP IL-1B secretion, AlphaLISA, 16 h; hits give low values; activity change, % at 57.5 µM; 360,000 compounds, 4.7% hits; AID 743279; in the data active = activity change below about -50%; inconclusive = mostly about -30% to -49%; also: % is scaled to controls: 0 for no effect and ±100 for the full control effect
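Secreted IL-1B measured by AlphaLISA bead assay after 16 h compound exposure of THP-1 cells; compounds (final up to 57.5 uM) added 1 h before LPS (250 ng/mL) and ATP (1.25 mM) stimulation; lower signal means less secretion.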
ATXN2 expr inh: reduces ATXN2 reporter expression in HEK-293 cells | Potency, µM (highest dose often 57 µM), for inactives: top-dose activity change, negative = inhibition, most hits filed as inhibitors | AID 1745845 | 360,000 compounds, 0.72% hits | HEK-293 ATXN2-luciferase reporter, luminescence, 24 h; also: potency is read from the fitted curve at half-maximal effect; % is scaled to controls: 0 for no effect and ±100 for the full control effect; nearly all actives have a fitted effect of over 55% in size
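ATXN2-luciferase reporter cells (luciferase flanked by upstream and downstream ATXN2 gene portions) were treated 24 h at 37 °C with compounds at up to 57 uM. SteadyGlo luminescence gave expression; GF-AFC fluorescence gave viability.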
KB-3-1 tox: kills parental KB-3-1 adenocarcinoma cells; KB-3-1 viability, CellTiter-Glo ATP luminescence, 72 h; Potency, µM (titrated, usually from 46.1 µM), for inactives: at the top dose activity change, negative = cytotoxic, usual class: cytotoxic; 400,000 compounds, 1.4% hits; also: potency is read from the fitted curve at half-maximal effect; % is scaled to controls: 0 for no effect and ±100 for the full control effect; nearly all actives have a fitted effect of over 60% in size
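Parental KB-3-1 adenocarcinoma cells in phenol-red-free DMEM with 10% FBS were pin-treated with compounds at several concentrations, incubated 72 h at 37 °C, and viability read by CellTiter-Glo luminescence; concentration-effect curves were fitted after normalization.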
KB-V1 MDR tox: kills drug-selected multidrug resistant KB-V1 cells; KB-V1 MDR cells viability, CellTiter-Glo, 72 h; Potency, µM (top dose mostly 46.1 µM), inactives show at the top dose activity change, negative = cytotoxicity, hits mostly cytotoxic; 400,000 compounds, 3.4% hits; also: potency is read from the fitted curve at half-maximal effect; % is scaled to controls: 0 for no effect and ±100 for the full control effect; nearly all actives have a fitted effect of over 60% in size
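In this primary screen, KB-V1 cells overexpressing P-gp are incubated with library compounds (lowest to highest concentration) for 72 h at 37 degrees C before a luminescent ATP viability read.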
MCF10A rerep: DNA re-replication induction in MCF 10a cells. MCF 10A DNA re-replication, Hoechst nuclear intensity, 48 h. Potency, µM (doses to about 46.1 µM), without a hit: at the highest dose activity, positive = re-replication, hits mostly activators. 350,000 compounds, 2.9% hits. AID 624296; also: potency is read from the fitted curve at half-maximal effect; % of control where 0% means no effect; nearly all actives have a fitted effect of over 50% in size
HT1080NT lethal: kills 2HG-producing HT-1080-NT fibrosarcoma cells. 360,000 compounds, 1.6% hits. Potency, µM (series often up to 46.1 µM), for the others: top-dose activity, negative = less viability, actives largely listed as cytotoxic. HT-1080-NT fibrosarcoma viability, CellTiter-Glo ATP luminescence, 48 h;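 also: NT is the 2HG producing partner of a matched IDH1 knockdown line; potency is read from the fitted curve at half-maximal effect; 0% = DMSO-treated cells and -100% = media-only wells without cells; nearly all actives have a fitted effect of over 55% in size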
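A 48-hour cytotoxicity screen used HT-1080-NT cells plated 2 hours before compound delivery. ATP-based CellTiter-Glo luminescence measured viability, normalized to DMSO and no-cell controls.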
HT1080 IDH1KD tx: kills HT-1080 cells with IDH1 knockdown | HT-1080 IDH1 knockdown viability, ATP luminescence, 48 h | Potency, µM (top dose mostly 46.1 µM), without a hit: top-dose activity, negative = toxicity, usual class: cytotoxic | 360,000 compounds, 2% hits | AID 686971;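 also: potency is read from the fitted curve at half-maximal effect; 0% = DMSO wells and -100% = cell-free medium wells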
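HT-1080-IDH1KD cells (IDH1 knocked down), 750/well in RPMI with 5% FBS, treated with compound 48 h at 37 degrees C. Viability by CellTiter-Glo luminescence, normalised to DMSO and no-cell wells; concentration-response curves classed.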
SW480 rereplic: induces DNA re-replication in SW480 colon adenocarcinoma cells | SW480 DNA re-replication, Hoechst DNA content imaging, 48 h | Potency, µM (series often up to 46.1 µM), without a hit: top-dose re-replication activation, actives largely listed as activators | 340,000 compounds, 1.8% hits; also: potency is read from the fitted curve at half-maximal effect; % of control where 0% means no effect; nearly all actives have a fitted effect of over 55% in size
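Image-based read-out: total Hoechst fluorescence of nuclei (405 nm excitation, 500-530 nm emission), with hits raising the fraction of high-intensity nuclei. SW480 colon cells incubated 48 hr with compounds at 37 C.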
ATXN viability: reduces viability in counter-screen for ATXN expression inhibitors; Potency, µM (series often up to 56.7 µM), hits mostly cytotoxic; AID 651635; S2 cells (HEK-293 line with an ATXN2-luciferase reporter) viability, CellTiter-Fluor protease fluorescence, 24 h; 400,000 compounds, 0.49% hits; also: potency is read from the fitted curve at half-maximal effect; nearly all actives have a fitted effect of over 40% in size
* = called active by the depositor; [ ] = dose if it differs, or a comment. Unless noted, calls follow the shape of the dose curve; as a rule, active = well fitted curve in the direction sought with a large enough effect; inconclusive = small, poorly fitted or top-dose-only effect, or another doubt; inactive = no such curve, though single readings can be large; an effect the other way counts as inactive or inconclusive.

Screening CC(=O)N1N=C(c2ccccc2)OC1c1cccnc1 (stereo not given) returned IL-1B inflam inh 37, ATXN2 expr inh 4%, KB-3-1 tox 18%, KB-V1 MDR tox inconclusive, MCF10A rerep inconclusive, HT1080NT lethal 9%, HT1080 IDH1KD tx 11%, SW480 rereplic -71%[inhibitor] and ATXN viability inactive.
O=[N+]([O-])c1cccc(-c2cc3cccc[n+]3cc2-c2cccc([N+](=O)[O-])c2)c1 was read as IL-1B inflam inh 18, ATXN2 expr inh 2%, KB-3-1 tox 0%, KB-V1 MDR tox 3%, MCF10A rerep -1%, HT1080NT lethal 1%, HT1080 IDH1KD tx 3%, SW480 rereplic -3% and ATXN viability inconclusive.
`O=C(O)c1ccc(-n2nncc2-c2ccco2)cc1` gave IL-1B inflam inh 4, ATXN2 expr inh 0%, KB-3-1 tox 8%, KB-V1 MDR tox 8%, MCF10A rerep -2%, HT1080NT lethal 7%, HT1080 IDH1KD tx 18%, SW480 rereplic -4% and ATXN viability inconclusive.
Cc1ccc(S(=O)(=O)c2nnn3c2nc(N2CCOCC2)c2ccccc23)cc1C was read as IL-1B inflam inh -66*, ATXN2 expr inh 7%, KB-3-1 tox inconclusive, KB-V1 MDR tox 7%, MCF10A rerep -1%, HT1080NT lethal 14%, HT1080 IDH1KD tx -1%, SW480 rereplic 1% and ATXN viability inactive.
CC(C)OC(=O)/C(=C\c1cccnc1)NC(=O)c1ccccc1 was read as IL-1B inflam inh -1, ATXN2 expr inh -16%, KB-3-1 tox 5%, KB-V1 MDR tox inconclusive, MCF10A rerep -2%, HT1080NT lethal 0%, HT1080 IDH1KD tx 3%, SW480 rereplic 0% and ATXN viability inactive.
Screening Cn1nnnc1N=N/C(=N/Nc1ccccc1)c1ccccc1 returned IL-1B inflam inh 5, ATXN2 expr inh 2.5µM*, KB-3-1 tox -17%, KB-V1 MDR tox inconclusive, MCF10A rerep inconclusive, HT1080NT lethal inconclusive, HT1080 IDH1KD tx 7.3µM*, SW480 rereplic inconclusive and ATXN viability 8.9µM*.
For O=C(Cc1ccccc1)c1nc2ccccc2s1 the results were IL-1B inflam inh 0, ATXN2 expr inh 7%, KB-3-1 tox 1%, KB-V1 MDR tox -29%, MCF10A rerep 1%, HT1080NT lethal -3%, HT1080 IDH1KD tx -12%, SW480 rereplic -3% and ATXN viability inactive.
For CC(=O)CC1c2cc(F)ccc2C=C(c2ccsc2)N1c1ccc(-c2cccnc2)cc1 (stereo not given) the results were IL-1B inflam inh -12, ATXN2 expr inh -21%, KB-3-1 tox inconclusive, KB-V1 MDR tox inconclusive, HT1080NT lethal inconclusive, HT1080 IDH1KD tx inconclusive and ATXN viability inconclusive.
Screening COC(CNC(=O)CNC(=S)N(Cc1ccccc1)Cc1cccs1)OC returned IL-1B inflam inh 1, ATXN2 expr inh -13%, KB-3-1 tox -14%, KB-V1 MDR tox inconclusive, MCF10A rerep 30%, HT1080NT lethal -8%, HT1080 IDH1KD tx -5%, SW480 rereplic 4% and ATXN viability inactive.
Screening N/C(=N/OC(=O)c1ccccc1F)c1nonc1N returned IL-1B inflam inh -9, KB-3-1 tox 1%, KB-V1 MDR tox 4%, MCF10A rerep -2%, HT1080NT lethal 20%, HT1080 IDH1KD tx 0%, SW480 rereplic -11% and ATXN viability inactive.
Screening CCN1CCCC1CNC(=O)Cn1nc(C)n2c(cc3cc(C)ccc32)c1=O (stereo not given) returned IL-1B inflam inh -3, ATXN2 expr inh -10%, KB-3-1 tox -1%, KB-V1 MDR tox 9%, MCF10A rerep 33%, HT1080NT lethal -15%, HT1080 IDH1KD tx -9%, SW480 rereplic inconclusive and ATXN viability inactive.
`O=S(=O)(c1ccccc1)c1nnn2c1nc(N1CCN(c3ccccc3)CC1)c1cc(Cl)ccc12` gave ATXN2 expr inh 8%, KB-3-1 tox -2%, KB-V1 MDR tox -8% and ATXN viability inactive.
Screening CCOc1cc(/C=C2/SC(=Nc3ccccc3)N(Cc3cccnc3)C2=O)ccc1OCC#N returned IL-1B inflam inh -8, ATXN2 expr inh -28%, KB-3-1 tox inconclusive, KB-V1 MDR tox 3%, MCF10A rerep inconclusive, HT1080NT lethal -16%, HT1080 IDH1KD tx inconclusive, SW480 rereplic -2%[9.22 µM] and ATXN viability inconclusive.
`COc1cccc(CN(C(=O)Cc2c[nH]c3ccccc23)C(C(=O)NC2CCCCC2)c2cccs2)c1` (stereo not given) gave IL-1B inflam inh -12, KB-3-1 tox 6%, KB-V1 MDR tox 17%, MCF10A rerep 0%, HT1080NT lethal 3%, HT1080 IDH1KD tx 8% and SW480 rereplic -10%.
`COc1ccc(NC(=O)c2nnn(CC(=O)Nc3ccccc3OC)c2N)c(OC)c1` gave IL-1B inflam inh 2, ATXN2 expr inh 3%, KB-3-1 tox inconclusive, KB-V1 MDR tox 23%, MCF10A rerep 1%, HT1080NT lethal inconclusive, HT1080 IDH1KD tx inconclusive, SW480 rereplic 7% and ATXN viability inactive.
Screening CC(C)(C)NC(=O)C(c1ccc(C(F)(F)F)cc1)n1c(=O)c(-c2cc3ccccc3[nH]2)nc2ccccc21 (stereo not given) returned IL-1B inflam inh 150, KB-3-1 tox -23%, KB-V1 MDR tox -15%, HT1080NT lethal inconclusive and HT1080 IDH1KD tx 21µM*.
Screening Cc1cc(C)n(Cc2ccc(C(=O)O)o2)n1 returned IL-1B inflam inh -4, ATXN2 expr inh 1%, KB-3-1 tox -7%, KB-V1 MDR tox inconclusive, MCF10A rerep -2%, HT1080NT lethal 1%, HT1080 IDH1KD tx 8%, SW480 rereplic -5%[9.22 µM] and ATXN viability inactive.
`COc1ccc(-c2cc(C(F)F)n3ncc(C(=O)NCCCN4CCCC4=O)c3n2)cc1` gave IL-1B inflam inh -25, ATXN2 expr inh -6%, KB-3-1 tox -3%, KB-V1 MDR tox inconclusive, MCF10A rerep -4%, HT1080NT lethal -8%, HT1080 IDH1KD tx 11%, SW480 rereplic -1% and ATXN viability inactive.
Screening CCCCOc1ccc(S(=O)(=O)NNC(=O)c2cc3ccccc3o2)cc1 returned IL-1B inflam inh 5, ATXN2 expr inh -13%, KB-3-1 tox 1%, KB-V1 MDR tox -19%, MCF10A rerep inconclusive, HT1080NT lethal 2%, HT1080 IDH1KD tx 3%, SW480 rereplic -2% and ATXN viability inactive.
`CCOc1ccc(C(OC(=O)c2ccco2)C(=O)NCc2ccc(C)cc2)cc1` (stereo not given) gave IL-1B inflam inh 4, ATXN2 expr inh 2%, KB-3-1 tox 15%, KB-V1 MDR tox -2%, MCF10A rerep 1%, HT1080NT lethal 8%, HT1080 IDH1KD tx 6%, SW480 rereplic -5% and ATXN viability inactive.
COC(=O)c1sccc1S(=O)(=O)N(CC(=O)NCc1ccc(C)cc1)c1ccc(C)cc1 was read as ATXN2 expr inh 4%, KB-3-1 tox 0%, KB-V1 MDR tox -8% and ATXN viability inconclusive.
Cc1ccc(CN(Cc2ccco2)C(=O)COc2ccc(C)c(C)c2)cc1 was read as ATXN2 expr inh 9%, KB-3-1 tox inconclusive, KB-V1 MDR tox inconclusive and ATXN viability inactive.
For Cc1cc(C)cc(NC(=O)CN2C(=O)c3ccccc3Sc3ccc(C(=O)N4CCCC4)cc32)c1 the results were ATXN2 expr inh 2%, KB-3-1 tox 5%, KB-V1 MDR tox -3% and ATXN viability inconclusive.
COc1ccc(S(=O)(=O)N2CCC(C)CC2)cc1N(C)S(=O)(=O)c1ccccc1 was read as IL-1B inflam inh -1, ATXN2 expr inh 5%, MCF10A rerep 3%, HT1080NT lethal 6%, HT1080 IDH1KD tx 6%, SW480 rereplic inconclusive and ATXN viability inactive.

Pulled one by one from above:
For Cc1cc(C)cc(NC(=O)CN2C(=O)c3ccccc3Sc3ccc(C(=O)N4CCCC4)cc32)c1 the results were ATXN2 expr inh 2%, KB-3-1 tox 5%, KB-V1 MDR tox -3% and ATXN viability inconclusive.
COC(=O)c1sccc1S(=O)(=O)N(CC(=O)NCc1ccc(C)cc1)c1ccc(C)cc1 was read as ATXN2 expr inh 4%, KB-3-1 tox 0%, KB-V1 MDR tox -8% and ATXN viability inconclusive.

Following part:
Cc1ccc(CCNS(=O)(=O)c2cnc[nH]2)cc1 was read as IL-1B inflam inh 24, ATXN2 expr inh -8%, KB-3-1 tox 3%, KB-V1 MDR tox 14%, MCF10A rerep inconclusive, HT1080NT lethal -2%, HT1080 IDH1KD tx 0%, SW480 rereplic 5% and ATXN viability inactive.
Screening COc1cc(/C=N/NC(=O)C(NC(=O)c2ccccc2)c2n[nH]c(=O)c3ccccc23)ccc1OCC(N)=O (stereo not given) returned IL-1B inflam inh 15, ATXN2 expr inh 2%, KB-3-1 tox 4%, KB-V1 MDR tox -4%, MCF10A rerep 5%, HT1080NT lethal 7%, HT1080 IDH1KD tx 16%, SW480 rereplic 0% and ATXN viability inactive.
For O=C(NC(=S)Nc1cccnc1Cl)c1ccc(F)cc1 the results were IL-1B inflam inh 16, ATXN2 expr inh 27%, KB-3-1 tox 28%, KB-V1 MDR tox -21%, MCF10A rerep 6%, HT1080NT lethal -2%, HT1080 IDH1KD tx 2%, SW480 rereplic -8% and ATXN viability inactive.
`CC(C)COc1ccc(C(=O)OCCN2CCOCC2)c(O)c1` gave IL-1B inflam inh -7, ATXN2 expr inh -18%, KB-3-1 tox -10%, KB-V1 MDR tox 1%, MCF10A rerep 27%, HT1080NT lethal -11%, HT1080 IDH1KD tx -13%, SW480 rereplic inconclusive and ATXN viability inactive.
`CC(NC(=O)COC(=O)[C@@H]1CCCN1S(=O)(=O)c1ccccc1F)C12CC3CC(CC(C3)C1)C2` (stereo not given in full) gave IL-1B inflam inh 0, ATXN2 expr inh 2%, KB-3-1 tox 27%, KB-V1 MDR tox -1%, MCF10A rerep -1%, HT1080NT lethal -1%, HT1080 IDH1KD tx 0% and ATXN viability inactive.

Screens as filed in PubChem.
